P. falciparum M1AAP: P. falciparum M1AAP inhibitors, biochemical, fluorogenic H-Leu-NHMec substrate, 1536-well (AID 1445); Aminopeptidase N (Plasmodium falciparum (isolate 3D7)); recombinant M1AAP, H-Leu-NHMec fluorogenic kinetic assay; higher % means a stronger effect; one-dose inhibition, % at 30 µM; IC50 in µM for titrated hits; 0.42% of 220,000 active;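 active = primary inhibition above the hit cutoff, then over 50% inhibition at one or more dose response concentrations, cut at about 23% in these data, passing the limit was not always enough; inconclusive = conflicting primary data, or primary hits not chosen for dose response; inactive = low primary inhibition, or under 50% at every dose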;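 also: plate controls were DMSO full reaction for no effect and no enzyme background for full effect; strong numbers were not always called active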
Yfh1-depleted yeast: enhancers of respiration in Yfh1-depleted yeast, dose response, Friedreich's ataxia, plus single-dose screen (AID 1465); S. cerevisiae Yfh1-off respiration, WST-1 reduction, 72 h; higher fold induction means a stronger effect; fold induction at 50 µM, or EC50 in µM where a hit was titrated; 0.074% of 220,000 active;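 active = fold induction of absorbance versus untreated yeast above a set limit, then at least 30% activation at any dose in follow-up; inconclusive = repeats straddling the limit, or above it without dose testing; inactive = fold induction below the set limit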;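 also: activators that raise dye reduction in frataxin-depleted yeast; strong numbers were not always called active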
Siah-1 displacement: Siah-1 peptide-binding antagonists, primary screen, biochemical, fluorescence polarization, rhodamine-plectin, uHTS (AID 1817). E3 ubiquitin-protein ligase SIAH1 (Homo sapiens). Siah-1 / rhodamine-plectin peptide fluorescence polarization; higher % means a stronger effect. displacement, % at 20 µM; hits with a dose series show IC50 in µM. 0.02% of 290,000 active;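 active = displacement of at least 50% at 20 µM, with a fluorescence ratio check between 0.3 and a set limit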;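 also: plate controls were Siah plus tracer with DMSO for no effect and tracer alone without Siah for full effect; strong numbers were not always called active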
M17LAP inhibition: P. falciparum M17LAP inhibitors, primary screen, biochemical, fluorogenic H-Leu-NHMec substrate, 1536-well (AID 1619); Leucine aminopeptidase (Plasmodium falciparum (isolate 3D7)); recombinant M17LAP, H-Leu-NHMec fluorogenic kinetic assay; higher % means a stronger effect; one-dose inhibition, % at 30 µM; IC50 in µM for titrated hits; 0.38% of 220,000 active;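 active = compound inhibiting the enzyme by more than half at any dose during confirmatory dose-response retesting; inconclusive = strong single-dose inhibitors picked by rank but not retested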;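 also: plate controls were full reaction with DMSO carrier for no effect and no enzyme background for full effect; strong numbers were not always called active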
human PMI inhibitors: human PMI inhibitors, high substrate, primary screen, biochemical, fluorescence intensity, high mannose 6-phosphate (AID 1220). Mannose-6-phosphate isomerase (Homo sapiens). recombinant PMI enzyme, coupled fluorescence intensity; higher % means a stronger effect. one-dose inhibition, % at 20 µM; IC50 in µM for titrated hits. 0.66% of 190,000 active; in the data active = inhibition above about 50%
West Nile virus CPE: West Nile virus antiviral activity, cell-based, CPE readout (AID 1621) | West Nile virus-infected cells, CPE inhibition; higher % means a stronger effect | CPE inhibition, % at 10 µM; hits with a dose series show IC50 in µM | 0.02% of 290,000 active; in the data active = a potency from the dose series; inconclusive = CPE inhibition mostly from about 3.7% at the one dose, without a potency; inactive = the rest, 99 in 100 with CPE inhibition below about 2.2%; also: strong numbers were not always called active
Salmonella PhoP GFP: inhibitors of PhoP regulon expression, primary screen, Salmonella Typhimurium, GFP reporter (AID 1863); S. Typhimurium PhoP-regulated promoter GFP reporter, 4 h; higher % means a stronger effect; inhibition, % at 50 µM, or IC50 in µM where a hit was titrated; 0.16% of 300,000 active;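 active = inhibition over 29.93%, a cutoff 3 SD above the screen mean, later confirmed by dose response; inconclusive = inhibition over 29.93% but no dose response follow-up; inactive = inhibition at most 29.93% or unconfirmed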;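 also: 0% = low Mg2+ inducing control and 100% = high Mg2+ repressing control; strong numbers were not always called active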
CSM14.1 death rescue: rescue of cells from ER stress-induced death, primary screen, 384-well, CSM14.1, thapsigargin, ATP luminescence (AID 1222); 190,000 tested, under 10 active; CSM14.1 thapsigargin-induced death rescue, ATP luminescence; higher % means a stronger effect; one-dose cellular ATP content (survival), % at 20 µM; EC50 in µM for titrated hits;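 active = EC50 below 50 µM in the dose-response confirmation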;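 also: death triggered by thapsigargin at about 15 µM added after 2 h compound pretreatment; cell ATP read after overnight thapsigargin exposure of roughly 18 to 22 hours; normalized against plate controls of thapsigargin alone and 5% DMSO vehicle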
XIAP displacement: XIAP antagonists, biochemical, IAP family, fluorescence polarization (AID 1018); displacement, % at 20 µM, or IC50 in µM where a hit was titrated; 0.007% of 200,000 active; E3 ubiquitin-protein ligase XIAP (Homo sapiens); XIAP BIR domain, fluorescence polarization peptide displacement; higher % means a stronger effect; in the data active = displacement above about 50%; also: a part of the inactive calls stands beside numbers as strong as those of hits
* = called active by the depositor; i = inactive; ? = inconclusive; . = no result given. Rows were taken by chance; 1.6% or so of the library scored in one or more.

SMILES	P. falciparum M1AAP	Yfh1-depleted yeast	Siah-1 displacement	M17LAP inhibition	human PMI inhibitors	West Nile virus CPE	Salmonella PhoP GFP	CSM14.1 death rescue	XIAP displacement
COC(=O)COc1cc(Br)c(/C=C2/SC(=O)N(CC(=O)N3CCCC3)C2=O)cc1OC	8%	i	-1%	27%	-5%	-0.7%	6%	-0.9%	-15%
C#CCOCCOCCOCCNc1nc(N2CCN(C(=O)[C@H]([C@@H](C)CC)n3cc([C@@H](N)CC(C)C)nn3)CC2)nc(N2CCN(C(=O)[C@H](CCCCN)n3cc([C@@H](N)CO)nn3)CC2)n1	7%	.	4%	2%	-27%	.	0%	-2.5%	-8.6%
Cc1ccc(S(=O)(=O)NCCC(=O)Nc2cccc(Cl)c2)cc1	4%	i	3%	5%	-2%	-0.5%	4%	-1.8%	-5.7%
Cc1c(NC(=O)C(C)N2CC(C)OC(C)C2)c(=O)n(-c2ccccc2)n1C (stereo unspecified)	2%	i	3%	-2%	7%	-0.1%	0%	-1.5%	-0.4%
Cc1coc2cc3oc(=O)cc(C)c3cc12	-5%	i	5%	-7%	-3%	-0.1%	19%	-7.9%	-5.4%
O=C(Nc1ccc(CCC(=O)N2CCCC2)cc1)c1ncn[nH]1	1%	i	-1%	3%	4%	0.3%	-5%	0.5%	-0.3%
CCOc1ccc(Cn2c(=O)oc3ccc(C)cc32)cc1OC	6%	i	0%	0%	5%	-0.9%	-6%	0.2%	-2.4%
COC(=O)CSc1nnc(-c2ccccc2OC)n1-c1ccc(C)cc1	-2%	i	-5%	2%	7%	0.6%	6%	1.3%	-3.2%
CCOC(=O)N1CCC(NC(=O)C2CCC(CNS(=O)(=O)c3ccc(OC)cc3)CC2)CC1 (stereo unspecified)	-1%	i	0%	1%	3%	-0.4%	-5%	-1.5%	-0.5%
COc1ccc(NC(=O)COC(=O)C2CCC(C(C)(C)C)CC2)c([N+](=O)[O-])c1 (stereo unspecified)	0%	i	4%	10%	6%	-0.4%	11%	-1.9%	-5.3%
Cc1cc(=O)c2ccccc2n1CC(=O)NCc1ccccc1	-2%	i	8%	-3%	-2%	-1.2%	1%	0.9%	-15%
COc1ccccc1N1C(=O)CC(Sc2nc(C)cc(C)n2)C1=O (stereo unspecified)	10%	i	2%	3%	-2%	1.8%	-9%	-2.9%	-4.2%
CC(=O)Nc1ccc(NC(=O)c2ccccc2F)cc1	-4%	i	1%	-7%	9%	0.4%	14%	-1.7%	-0.2%
COc1ccc(-c2nn(-c3ccccc3)cc2C2CC(c3cccs3)=NN2C(=O)CCCC(=O)O)cc1 (stereo unspecified)	13%	.	-6%	7%	-10%	.	5%	-3.9%	-3.6%
Nc1nonc1/C(=N/O)N1CCN(CCO)CC1	1%	i	7%	-1%	-2%	-0.4%	2%	2.3%	-16%
COc1ccc(C)cc1-n1c(SCC(=O)Nc2cc(C)on2)nc2ccccc2c1=O	?	i	-2%	6%	11%	-0.2%	1%	0.1%	-2.7%
COc1ccc(OC)c(N=c2oc3c(OC)cccc3cc2C(=O)NCc2ccco2)c1	.	i	15%	.	10%	0.1%	.	3.9%	30%
O=C(/C=C/c1ccco1)N1CCN(S(=O)(=O)c2ccc(F)c(F)c2F)CC1	9%	i	3%	3%	-33%	0.0%	-4%	2.9%	-1.7%
Cc1cc(C(=O)COC(=O)CCC(=O)c2ccc3c(c2)OCCO3)c(C)n1Cc1ccco1	11%	i	3%	8%	7%	-0.3%	24%	3.3%	-2.7%
CSc1cccc(NCc2ccc([N+](=O)[O-])cc2)c1	7%	i	0%	15%	29%	2.6%	-7%	0.4%	13%
CN1CCN(C(=O)C2=C[C@@H](c3csc4ccccc34)C[C@@H](OCCCCO)O2)CC1	7%	i	-2%	0%	17%	-0.5%	2%	-0.4%	-6.6%
Clc1cc(Cl)cc(Nc2ncn[nH]2)c1	5%	i	-2%	23µM*	-5%	-0.5%	2%	-1.2%	-2.2%
COC(=O)c1cc(Cc2ccc(N)c(C(=O)OC)c2)ccc1N	16%	i	-3%	-14%	14%	2.3%	-10%	-0.7%	-6.0%
CCn1c2ccccc2c2nnc(NN)nc21	5%	i	-5%	-6%	1%	0.6%	-3%	-3.8%	-5.5%
O=C(NCC1CCCO1)C1CCN(C2CCN(CCCC3CCCC3)CC2)CC1 (stereo unspecified)	0%	i	-3%	-16%	5%	-0.6%	7%	-1.3%	-5.9%

(listing goes on)
SMILES	P. falciparum M1AAP	Yfh1-depleted yeast	Siah-1 displacement	M17LAP inhibition	human PMI inhibitors	West Nile virus CPE	Salmonella PhoP GFP	CSM14.1 death rescue	XIAP displacement
CCN(CC)CC(=O)Nc1cccc2c1C(=O)c1ccccc1C2=O	6%	i	20%	-10%	-8%	-1.3%	0%	-0.7%	-1.0%
O=C(O)/C=C/C(=O)NCC1CCC(CNC(=O)/C=C/C(=O)O)CC1 (stereo unspecified)	4%	i	14%	13%	.	0.1%	-12%	.	.
Cc1ccc2oc(=O)n(Cc3ccccc3OC(C)C)c2c1	2%	i	-2%	7%	12%	0.8%	13%	-1.6%	2.3%
CC(=O)c1c(N2CCN(Cc3ccccc3)CC2)nc(=S)n(Cc2ccccc2)c1C	14%	i	-6%	16%	-91%	-0.2%	-11%	24%	-5.8%
CCc1ccc(NC(=O)C2CCCCC2C(=O)O)cc1 (stereo unspecified)	2%	i	0%	12µM*	14%	0.5%	-8%	-1.6%	0.1%
Cc1cccc(CN2CCN(C(=O)CCl)CC2)c1	3%	i	0%	11%	-9%	-0.2%	-6%	3.0%	-2.8%
COC(=O)CCN(C(C)=O)c1ccc(N)cc1	3%	i	5%	8%	-1%	0.3%	3%	0.2%	-8.3%
Cc1cc(N2CCCC2)nc(N2C3CCC2CC(O)(c2ccc(F)cc2)C3)n1 (stereo unspecified)	0%	i	-6%	-3%	9%	-1.0%	6%	-2.0%	-9.9%
CCn1c(SCC(=O)O)nnc1-c1cccnc1	3%	i	6%	-9%	-1%	0.7%	5%	0.9%	-5.1%
CC(C)(C)c1ccc(OCC(=O)NNC(=O)CCc2ccccc2)cc1	2%	.	0%	-5%	13%	.	17%	2.0%	-4.4%
COc1cccc(CNC(=O)C2CCN(S(=O)(=O)N3CC(C)CC(C)C3)CC2)c1 (stereo unspecified)	3%	i	0%	5%	1%	-0.7%	-10%	1.7%	-0.2%
O=c1/c(=C/c2ccccn2)sc2n1CN(c1ccccc1)CN=2	9%	i	0%	20%	20%	0.2%	24%	-1.6%	-20%
CCOC(=O)C1CCCCN1Cc1ccc(OC)c(OC)c1OC (stereo unspecified)	1%	i	-2%	4%	-12%	-0.3%	-4%	-1.3%	-2.7%
Cc1ccccc1Cn1c(=N)n(CC(=O)c2ccco2)c2ccccc21	7%	i	0%	15%	-4%	0.1%	29%	-1.7%	2.7%
CCCS(=O)(=O)c1c(S(=O)(=O)CCC)c2c(C(N)=O)cccn2c1C(=O)c1ccc(F)cc1	5%	i	1%	-2%	-4%	0.2%	-8%	.	-12%
COC(=O)C(NC(=O)c1ccccc1)(Nc1cc(C)cc(C)n1)C(F)(F)F (stereo unspecified)	-1%	i	-2%	15%	5%	-0.5%	-10%	-1.7%	2.7%
CCOC(=O)CSc1nnc(NC(=O)NC(C)C)s1	0%	i	5%	-4%	-7%	0.2%	-9%	0.4%	-5.9%
Cc1occc1-c1n[nH]c(=S)n1C	0%	i	2%	7%	-13%	-0.1%	1%	0.2%	-3.4%
COc1ccc([N+](=O)[O-])cc1N(CC(=O)Nc1ccccc1C(=O)NC(C)C)S(C)(=O)=O	0%	i	3%	6%	-7%	-0.7%	1%	-0.6%	-6.6%
CC(C)c1ccccc1NC(=O)COC(=O)Cc1c[nH]c2ccccc12	6%	i	4%	-15%	-1%	-0.5%	-5%	-0.7%	6.8%
Cc1ccccc1N/N=C1\CCCNC1=O	-4%	i	-2%	-12%	-4%	0.1%	1%	-2.3%	-12%
CCCNC(=O)NCCc1ccncc1	1%	i	2%	3%	8%	-0.1%	-6%	2.0%	-7.6%
